All columns: NCI-60 one-dose screen, growth in % after 48 h at 10 µM unless noted; 100 = growth as untreated, 0 = no growth, -100 = all killed.
OVCAR-4 = OVCAR-4 ovarian cancer cells. hit rate 3.7% among 80,000
OVCAR-3 = OVCAR-3 ovarian cancer. hit rate 7% among 79,000. AID 1794787
OVCAR-5 = OVCAR-5 ovarian cancer; hit rate 2.9% among 82,000
NCI-H23 = NCI-H23 lung cancer; hit rate 4% among 80,000; AID 1794731
SN12C = SN12C renal cancer cells; hit rate 3.8% among 81,000; AID 1794767
SK-OV-3 = SK-OV-3 ovarian cancer cells. hit rate 3.2% among 80,000
IGROV1 = IGROV1 ovarian cancer | hit rate 4.7% among 79,000
NCI-H226 = NCI-H226 lung cancer. hit rate 3.5% among 79,000
NCI/ADR-RES = NCI/ADR-RES ovarian cells; hit rate 4.4% among 81,000; AID 1794790
* marks the source's active call; other numbers are inactive results; . = no result given. How the source made its calls: active means growth percent below 10; inactive means the rest.

No.	mol	OVCAR-5	SK-OV-3	IGROV1	NCI/ADR-RES	NCI-H226	NCI-H23	OVCAR-4	OVCAR-3	SN12C
1	c1ccc(N=Nc2sc(N3N=C(c4cc5ccccc5o4)CC3c3c[nH]c4ccccc34)nc2-c2ccccc2)cc1 (stereo not given)	96	87	82	104	97	96	93	98	96
2	CC1(C)NCCC[C@]2(C)[C@H]3CC[C@H]4[C@H]5[C@H](C(=O)/C=C/c6cccnc6)CCC[C@]5(CO)CC[C@@]4(C)[C@]3(C)CC[C@@H]12	75	108	27	82	96	78	75	60	59
3	Cc1cc2nc3c4ccccc4n(CCO)c3nc2cc1C	103	82	58	62	70	60	-44*	79	44
4	C(=C(c1ccccc1)c1ccccc1)=C(c1ccccc1)c1ccccc1	110	124	133	108	106	97	96	107	117
5	O=C(NC1C(O)OC(CO)C(O)C1O)NS(=O)(=O)c1ccc(CCNC(=O)c2ccc(Cl)cc2)cc1 (stereo not given)	110	106	107	101	99	102	104	107	98
6	CC(C)Cc1cc(CNS(=O)(=O)Cc2ccccc2)nn1-c1ccccc1	110	99	106	95	96	97	115	107	101
7	CN(C)c1ccc(/C=c2/sc3nc(=O)c(-c4ccccc4NC(=O)C(F)(F)F)nn3c2=O)cc1	89	91	85	99	75	97	104	105	97
8	CC(=O)N(CCC(C)C)c1ccccc1	104	116	119	114	95	110	99	109	102
9	O=C(O)c1c(O)ccc(N=Nc2ccc(N=Nc3ccc4c(S(=O)(=O)O)cccc4c3O)c3ccccc23)c1O	112	102	91	104	104	98	103	90	109
10	O=C(NC1CCCCC1)C(c1cccs1)N(CCc1ccccc1)C(=O)c1ccco1 (stereo not given)	87	90	98	94	.	86	96	97	92
11	CC(=O)OCC(=O)[C@@]1(O)CC[C@H]2[C@@H]3C[C@H](F)C4=CC(=O)CC[C@]4(C)[C@H]3[C@@H](O)C[C@@]21C	85	62	88	95	80	103	101	105	80
12	O=S(=O)(Nc1ccc(Cl)c(F)c1)c1ccc(-c2cnc(C3CC3)o2)cc1	36	36	27	-21*	59	25	49	-6.7*	48
13	CC1(c2ccccc2F)NC(=O)NC1=O (stereo not given)	.	112	.	113	103	103	.	127	94
14	O=C(Nc1nc2c(Cl)cc(Cl)cc2s1)C(Cl)(Cl)Cl	101	94	88	95	95	.	83	88	89
15	O=c1oc2ccccc2c(=O)c2ccccc12	110	115	124	106	99	107	.	130	112
16	CC1(C)C2=C(CC[C@@H]1O)[C@@]1(C)C[C@H](c3ccoc3)OC(=O)[C@@H]1CC2	98	90	110	108	102	97	114	111	97
17	CCN(CC)CCOC(=O)c1c(OC)ccc(OC)c1OC	95	99	103	114	101	104	100	117	101
18	CCC(C)[C@H]1O[C@]2(CC[C@@H]1C)C[C@@H]1C[C@@H](C/C=C(\C)[C@@H](OC3C[C@H](OC)C(O[C@H]4C[C@H](OC)[C@@H](O)[C@H](C)O4)[C@H](C)O3)[C@@H](C)/C=C/C=C3\CO[C@@H]4[C@H](O)C(C)=C[C@@H](C(=O)O1)[C@]34O)O2 (stereo not given in full)	24	51	27	7.1*	6.8*	.	.	-26*	15
19	COc1c(Cl)cc(Cl)c2ccc(C=C3C(=O)N(C)C(=O)N(C)C3=O)nc12	111	101	114	106	100	104	104	104	99
20	Cc1ccc2c(c1)N=C(Nc1ccccc1)N=S2(C)=O (stereo not given)	84	99	94	95	72	89	90	92	87
21	CCCSC(=O)c1ccccc1	110	101	111	103	89	95	106	112	109
22	Cc1nn(-c2nc3ccccc3[nH]2)c(N)c1-c1ccc(Cl)cc1	70	70	57	44	64	50	35	54	61
23	O=[N+]([O-])c1ccc(N2CCCCC2)nc1	104	116	111	110	106	105	112	105	109
24	C/C(=N/N=C(N)N)C(=O)O	113	.	126	99	99	.	103	129	108
25	NNC(=O)c1nc[nH]c1C(=O)NN	109	101	108	103	98	94	112	105	103
26	COc1ccc2c(c1)nnn1c3ncccc3c(N=O)c21	-0.6*	9.4*	.	-8.2*	-58*	-24*	9.9*	-91*	-80*
27	Cc1ccc2nc(-c3ccc(C(=O)N/N=C\c4ccc(F)cc4)cc3)[nH]c2c1	88	98	98	103	91	102	95	106	104
28	COc1ccc(/C=N/NC(N)=S)cc1	94	106	77	97	105	89	90	111	96
29	O=C(NO)c1ccc(Cn2c(=O)n(CCc3ccc(O)cc3)c(=O)c3ccccc32)cc1	86	87	75	93	82	-8.5*	56	19	79
30	O=C(CSc1nnc2n1N=C(c1ccc(Cl)c(Cl)c1)CS2)c1ccc(Cl)c(Cl)c1	84	71	93	89	93	91	105	97	90
31	NC(=O)c1cc(Cl)ccc1NC(=O)[C@@H]1C[C@H]1c1ccccc1	94	108	96	102	105	92	111	101	99
32	O=S(=O)(c1ncsc1-c1ccccc1)N1CCN(c2cccc(Cl)c2)CC1	96	92	88	90	90	96	82	.	96
33	Cc1sc(-n2nnc(C(=O)O)c2C)c(C(=O)O)c1C	103	97	104	97	96	99	113	110	103
34	O=C(O)/C=C/C(=O)Nc1cccc2cccnc12	97	94	107	100	85	94	110	99	84
35	CC(c1ccc(-n2cccn2)cc1)c1cnc(N2CCc3ccc(C(N)=O)cc3C2)s1 (stereo not given)	93	69	80	32	44	59	42	71	87
36	CC(C)=Cc1cc(-c2cc(C=C(C)C)nc(N)n2)nc(N)n1	101	98	117	104	103	104	107	118	102
37	O=C1C=C(Nc2ccc([N+](=O)[O-])cc2)c2ccccc2C1=O	87	62	61	33	78	30	45	7.9*	40
38	Cn1cc(-c2cc(N)n3nc(-c4c[nH]c5ccccc45)cc3n2)c2cc(F)ccc21	34	98	21	19	91	45	35	16	47
39	O=C(/C(=C/c1ccc([N+](=O)[O-])cc1)SCc1ccc(F)cc1)c1ccc(Cl)cc1	95	75	54	53	65	59	58	70	56
40	Cc1cc(C)n(C(=O)CSc2nnc3n(Cc4ccccc4)c(=O)c4c(C)c(C(N)=O)sc4n23)n1	123	100	115	98	110	97	107	102	89
41	Cn1c(-c2ccccc2)cc2ccccc21	106	104	103	107	102	102	107	102	107
42	Cc1c(C(N)=O)sc2c1c(=O)n(Cc1ccccc1)c1nnc(-c3ccc(Br)cc3)n21	49	33	.	6.1*	27	39	40	49	33
43	O=[N+]([O-])c1ccc(Br)nc1	98	102	113	109	107	106	98	115	104
44	CC(C)C[C@H](N)C(=O)N[S@](=O)c1cccc(Cl)c1	107	111	108	112	104	106	102	125	108
45	CC(=O)C(N=Nc1ccc(-c2cc(-c3ccc(N=NC(C(C)=O)C(C)=O)cc3)cc(-c3ccc(N=NC(C(C)=O)C(C)=O)cc3)c2)cc1)C(C)=O	109	114	108	99	104	99	102	108	98
46	CC(C)CS(=O)(=O)OCCCCOS(=O)(=O)CC(C)C	102	117	104	103	106	104	112	107	104
47	O=C(/C=C/c1ccc(Cl)cc1)n1nnnc1-c1ccccc1	94	93	97	95	102	99	100	109	92
48	C=CCn1cc(-c2nc3ccccc3s2)c2cc(-c3ccc4c5c(cccc35)C(=O)N(N)C4=O)ccc21	103	95	70	97	90	88	98	100	92
49	Cc1cc(C)c(CN)cc1CN	109	112	101	105	97	101	101	110	107
50	CC(C)(C)n1cc(-c2ccnc(NCCCNS(=O)(=O)c3ccc(F)cc3)c2)c(-c2cccc(O)c2)n1	65	84	51	53	51	58	54	56	53

Numbers 45 through 50 from above:
No.	mol	OVCAR-5	SK-OV-3	IGROV1	NCI/ADR-RES	NCI-H226	NCI-H23	OVCAR-4	OVCAR-3	SN12C
45	CC(=O)C(N=Nc1ccc(-c2cc(-c3ccc(N=NC(C(C)=O)C(C)=O)cc3)cc(-c3ccc(N=NC(C(C)=O)C(C)=O)cc3)c2)cc1)C(C)=O	109	114	108	99	104	99	102	108	98
46	CC(C)CS(=O)(=O)OCCCCOS(=O)(=O)CC(C)C	102	117	104	103	106	104	112	107	104
47	O=C(/C=C/c1ccc(Cl)cc1)n1nnnc1-c1ccccc1	94	93	97	95	102	99	100	109	92
48	C=CCn1cc(-c2nc3ccccc3s2)c2cc(-c3ccc4c5c(cccc35)C(=O)N(N)C4=O)ccc21	103	95	70	97	90	88	98	100	92
49	Cc1cc(C)c(CN)cc1CN	109	112	101	105	97	101	101	110	107
50	CC(C)(C)n1cc(-c2ccnc(NCCCNS(=O)(=O)c3ccc(F)cc3)c2)c(-c2cccc(O)c2)n1	65	84	51	53	51	58	54	56	53

(next part)
No.	mol	OVCAR-5	SK-OV-3	IGROV1	NCI/ADR-RES	NCI-H226	NCI-H23	OVCAR-4	OVCAR-3	SN12C
51	CCCCCCCCCCCCN1CCS(=O)(=O)CC1	81	98	103	97	90	98	84	42	90
52	N#C/C(=C\NC(=S)NC1CCCCC1)c1nc2ccccc2s1	93	88	69	97	67	83	96	94	93
53	CCOC(=O)C(C(C)C)N1C(=O)/C(=C/c2ccc(Br)cc2)SC1=S (stereo not given)	95	101	96	104	94	94	90	101	97
54	CC(C)(C)NC(=O)C(OC(=O)c1cccc(Cl)c1)c1ccc(Cl)cc1 (stereo not given)	94	93	104	101	95	101	105	103	101
55	O=C(Cc1ccc2c(c1)CN(C1CCC(=O)NC1=O)C2=O)NCc1cccc2ccccc12 (stereo not given)	-11*	-7.7*	-13*	-19*	2.0*	13	-2.5*	-22*	-7.9*
56	CCOC(=O)Nc1ccc(-c2ccc3c(c2)NC(=O)/C3=C\c2ccc[nH]2)cc1	73	91	94	102	68	47	45	106	102
57	O=C1C(=O)c2ccccc2C(O)=C1CCCc1ccc(Oc2ccccc2)cc1	110	75	35	92	46	75	60	49	78
58	CC(C)c1ccc(O)c(C(C)(C)C)c1	102	98	95	96	105	97	104	112	104
59	COc1ccc(-c2ccc(SCC(=O)Nc3ccc(S(N)(=O)=O)cc3Br)nn2)cc1	100	62	105	95	53	77	38	98	88
60	COc1ccc2cc(N3CCCC3=O)ccc2c1	101	114	116	106	118	107	111	123	104
61	CCOC(=O)C1C/C(=N\O)c2ccc(OC)c(OC)c2C1 (stereo not given)	106	118	112	106	112	104	105	113	110
62	COc1cc2c(cc1OC)C(CNC(=O)/C=C/c1cc(OC)c(OC)c(OC)c1)C2 (stereo not given)	100	104	101	109	103	112	111	103	105
63	S=c1[nH]nc(-c2ccncc2)n1-c1ccc(Cl)cc1	99	108	101	102	102	106	106	108	98
64	COc1ccc(-c2[nH]ncc2-c2ccc(Cl)cc2)c(O)c1	102	100	83	85	87	80	87	94	79
65	O=C(Nc1cccc(Cl)c1)OCC#CCCl	106	73	66	83	94	76	58	79	74
66	C=C(C)[C@@H]1CC[C@]2(C)[C@H](CC[C@@H]3[C@H]4[C@H]5OC(=O)[C@@]4(CCC5(C)C)CC[C@]32C)[C@@]1(C)CC/C(N)=N/O	114	101	108	99	94	99	100	102	92
67	O=c1c2c3c(sc2nc(SCc2nnc(Nc4ccccc4)s2)n1Cc1ccccc1)CCCC3	101	109	.	101	108	96	101	116	106
68	Cc1ccc(NC(=O)N/C(N)=N/c2nc(=O)c3ccccc3s2)cc1	102	95	92	110	91	94	100	100	94
69	CCc1nn2c(C)cc(C)nc2c1Cc1ccc(/C=C/CN2CCN(CCOCCOCCN3CCN(C/C=C/c4ccc(Cc5c(CC)nn6c(C)cc(C)nc56)cc4)CC3)CC2)cc1	28	85	4.6*	23	68	26	26	-60*	31

Screening results (PubChem)
